OPRM1-OPRD1 inv: inverse agonists of MOR-DOR heterodimerization, primary screen, cell-based, luminescence; Mu-type opioid receptor (Homo sapiens) + Delta-type opioid receptor (Homo sapiens), …; cell-based MOR-DOR heterodimer luminescence, inverse agonism; inhibition, % at 9.3 µM; hit rate 0.21% among 340,000; in the data active means inhibition above about 22%, passing the limit was not always enough;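 further: 0% = cells with DMSO and 100% = wells without cells with DMSO; values of inactives mirror those of a sister screen read the other way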
V-ATPase pH: regulators of yeast V-ATPase proton pumping, primary screen, pHLuorin cytosolic pH fluorescence. S. cerevisiae. response, % at 10 µM. hit rate 0.37% among 350,000. AID 504577, 2011; in the data active means response mostly above about 7.3%, no sharp cut-off; inactive means mostly below about 5.4%; further: actives read high; inactives centre near 0; some compounds called inactive have numbers as strong as hits; reference of the scale not given here
DSG3 Ab inh: inhibitors of pemphigus antibody binding to DSG3, primary screen, biochemical, bead-based, flow cytometry, scFv-GFP | AID 588358, 2011 | DSG3-coupled beads, scFv-anti-DSG3-GFP binding; active compounds read low | hit rate 0.48% among 310,000 | Desmoglein-3 (Homo sapiens), P32926 | binding (percent of control), % at 10 µM;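 active means binding more than 3 SD below its plate's average and above zero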;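 further: hits lower antibody fragment binding to DSG3; some compounds called inactive have numbers as strong as hits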
Arr AP2 block: inhibitors of beta-arrestin/AP2 binding, primary screen, biochemical, GPCR trafficking, flow cytometry | inhibition, % at 10 µM | FITC-arrestin peptide / GST-AP2 beads; AP2 beta2 appendage carries R879A mutation | hit rate 0.31% among 340,000;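 active means inhibition above a set limit, near 3 SD of compounds lacking own fluorescence, cut at about 54% in these data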;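 further: plate controls were DMSO wells for no effect and 5 µM unlabelled arrestin peptide for full effect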
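Measured by: flow cytometry, FL1 (488/535 nm); Material: AP2 appendage R879A on GSH beads; Evaluation: percent response; Timing: pre-incubation 12 min, peptide binding 1 h, room temperature; Also added: 50 nM FITC-arrestin peptide; Medium: PBS with 0.05% Tween 20 and 0.1% BSA.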
Keap1 Nrf2 FP: Keap1-Nrf2 protein-protein interaction inhibitors, primary screen, biochemical, fluorescence polarization, single point. Keap1 Kelch-Nrf2 peptide fluorescence polarization, 1536-well. inhibition, % at 9.4 µM. hit rate 0.15% among 340,000; in the data active means inhibition above about 12%;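 further: human Keap1 Kelch domain with fluorescein labeled Nrf2 9mer peptide probe; 0% = neutral control wells and 100% = peptide positive control; higher means more block of Keap1 binding to Nrf2 peptide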
Target sequence (Q14145 whole entry, looked up, the tested form may be a part): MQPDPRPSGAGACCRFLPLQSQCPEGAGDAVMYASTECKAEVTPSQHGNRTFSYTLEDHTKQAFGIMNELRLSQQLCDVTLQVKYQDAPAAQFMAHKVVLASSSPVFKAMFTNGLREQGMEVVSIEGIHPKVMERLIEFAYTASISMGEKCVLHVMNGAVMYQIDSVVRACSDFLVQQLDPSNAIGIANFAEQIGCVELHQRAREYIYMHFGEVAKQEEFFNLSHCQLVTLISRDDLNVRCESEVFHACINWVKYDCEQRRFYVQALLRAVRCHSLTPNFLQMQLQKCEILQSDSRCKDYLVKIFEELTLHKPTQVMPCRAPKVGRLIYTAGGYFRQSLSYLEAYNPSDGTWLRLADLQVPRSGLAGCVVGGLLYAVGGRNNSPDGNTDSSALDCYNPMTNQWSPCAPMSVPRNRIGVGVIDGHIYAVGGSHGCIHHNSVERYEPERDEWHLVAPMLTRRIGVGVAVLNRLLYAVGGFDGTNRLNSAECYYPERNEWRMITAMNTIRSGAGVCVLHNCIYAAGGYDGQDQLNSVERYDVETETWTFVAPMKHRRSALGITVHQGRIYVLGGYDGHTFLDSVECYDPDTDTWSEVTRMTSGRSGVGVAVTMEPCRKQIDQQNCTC
cardiac RTF act: cardiac RTF calcium sensitivity activators, primary screen, biochemical, IANBD-TnC fluorescence, EC20 calcium. Troponin I, cardiac muscle (Homo sapiens) + Troponin T, cardiac muscle (Homo sapiens) + …. IANBD-labeled TnC RTF fluorescence at EC20 calcium; 0% EC20 calcium, 100% full calcium. activation, % at 7.2 µM. hit rate 0.24% among 340,000. AID 493008, 2010;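 active means activation above the mean over all tested compounds plus 3 SD, cut at about 30% in these data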;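 further: rise in fluorescence read as greater calcium sensitivity of cardiac thin filaments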
MOR-DOR ag: agonists of OPRM1-OPRD1 heterodimerization, primary screen, cell-based, luminescence; Mu-type opioid receptor (Homo sapiens) + Delta-type opioid receptor (Homo sapiens), …; cells; activation, % at 9.3 µM; hit rate 0.3% among 340,000; in the data active means activation above about 18%;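 further: 0% = vehicle-treated cells and 100% = reference agonist; values of inactives mirror those of a sister screen read the other way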
Cardiac RTF inh: cardiac RTF calcium sensitivity inhibitors, primary screen, biochemical, IANBD-TnC fluorescence, EC70 calcium. IANBD-labeled cardiac RTF, Ca2+ fluorescence. Troponin I, cardiac muscle (Homo sapiens) + Troponin T, cardiac muscle (Homo sapiens) + …. AID 493244, 2011. inhibition, % at 7.15 µM. hit rate 0.12% among 340,000;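 active means inhibition above the mean inhibition of all tested compounds plus 3 SD, cut at about 17% in these data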;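 further: assay run at fixed EC70 calcium of 1.6 mM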
C-LANA FP: inhibitors of KSHV C-LANA binding to DNA, primary screen, biochemical, fluorescence polarization, FAM-LBS DNA, MBP-C-LANA, single point | inhibition, % at 9 µM | hit rate 0.078% among 340,000;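 active means highest replicate inhibition at or above 60% at 9 µM, even if other replicates fall short; inactive means all replicates below 60% inhibition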;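 further: 0% = neutral control wells and 100% = 4 µM acridine orange control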
Wnt bcat act: Wnt/beta-catenin pathway activators, primary screen, cell-based, plate reader, single point; Wnt/beta-catenin reporter cell assay, activator; activation, % at 9.35 µM; hit rate 1.2% among 300,000; AID 743398, 2014; in the data active means activation above about 30%, passing the limit was not always enough;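 further: 0% = neutral control wells and 100% = positive control wells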
An asterisk follows results filed as active; · = not tested or not shown.

SMILES	OPRM1-OPRD1 inv	V-ATPase pH	DSG3 Ab inh	Arr AP2 block	Keap1 Nrf2 FP	cardiac RTF act	MOR-DOR ag	Cardiac RTF inh	C-LANA FP	Wnt bcat act
Cc1cc(N2CCN(c3ncccn3)CC2)nc2c(C)cccc12	-16	2	99	-10	-3	-1	3.3	2	0.1	1
Cc1ccc(S(=O)(=O)N/N=C\c2ccc(C)o2)cc1	-6	-1	92	3	0	9	1.0	-2	0.6	-3
O=C(O)C1CCN(Cc2cccnc2)CC1	17	4	100	-3	-4	10	-3.4	3	-0.4	0
Oc1c(Br)cc(/C=N/n2c(-c3ccccc3)n[nH]c2=S)c(O)c1Br	-2	1	103	4	24*	-2	0.3	-4	24	·
O=C1S/C(=C/c2ccccc2F)C(=O)N1CCN=C1NS(=O)(=O)c2ccccc21	-7	-3	105	17	-7	6	1.4	-2	2.1	·
CCn1ccc(C(=O)NC2CCCC2)n1	6	-2	101	-6	0	0	-1.2	-9	-1.5	1
COc1cccc(/C=N/NC(=O)CN(CCc2ccccc2)S(=O)(=O)c2ccc(NC(C)=O)cc2)c1	3	-1	96	-6	3	3	-0.5	-7	-0.4	-2
CC(=O)NS(=O)(=O)c1ccc(N=c2ssc3c2-c2cc(C)c(C)cc2NC3(C)C)cc1	8	2	102	3	-1	-1	-1.4	-17	-1.5	0
Cc1cc(NC(=O)CSc2nnc(-c3ccccc3)o2)no1	-3	7	110	-14	-7	-1	0.6	-26	2.9	0
CCOc1ccc(S(=O)(=O)NCCC(=O)NCCOc2ccccc2)cc1	-8	-4	97	11	-2	-5	1.1	-6	-0.2	-2
COC(=O)c1ccc(CSc2nc3ccc(S(N)(=O)=O)cc3[nH]2)cc1	4	-5	99	12	-2	0	-0.6	-4	-0.8	-1
O=S(=O)(c1ccc(-c2ccon2)s1)N1CCOCC1	15	5	102	-21	-1	-4	-2.9	2	-0.3	1
COC(=O)C1CCN(C(=O)COC(=O)Cc2c[nH]c3ccccc23)CC1	3	-2	100	9	-8	-1	-0.6	0	-2.8	·
CCCCC(=O)N=c1sc2c(OC)ccc(OC)c2n1C	7	-6	95	5	1	3	-1.5	0	0.3	2
COc1ccc(OC)c(C(c2nnnn2Cc2ccccc2)N2CCN(C)CC2)c1 (centres undefined)	3	-1	103	-5	1	-8	-0.7	-2	2.0	·
COc1cccc(NC(=O)c2ccc(-n3cnnn3)cc2)c1	4	2	·	-13	-5	1	-0.7	-3	-0.2	0
O=C(Nc1ccc(C(F)(F)F)cc1)C1=NN(C2CCS(=O)(=O)C2)C(=O)CC1 (centres undefined)	20	9	103	29	2	3	-4.7	-7	-1.4	3
CC1CCCCC1NC(=O)CCCCCn1c(=S)[nH]c2ccsc2c1=O (centres undefined)	12	0	97	-14	2	-6	-2.2	-2	-1.1	-3
Cc1nc2ccccc2c(=O)n1/N=C/c1ccc2ccccc2c1O	16	2	102	-11	-1	-3	-3.0	-1	2.0	7
CNc1snc(C)c1C(=O)OCC(=O)NCc1ccccc1OC	9	-2	96	-13	-3	-5	-1.7	7	-0.3	-3
CCCCOC(=O)C1C2C=C[C@]3(CN(C(C)c4ccc(OC)cc4)C(=O)[C@H]13)O2 (some centres undefined)	-9	-2	·	2	-2	7	1.6	-17	0.0	-2
CSCCC(NC(=O)c1ccco1)C(=O)NCCc1ccc(F)cc1 (centres undefined)	19	-5	·	14	1	-3	-4.8	-2	-0.5	-1
CN1CC[C@]23c4ccccc4N[C@H]1[C@]21CCN(C)[C@H]3Nc2ccccc21	2	0	105	3	-3	2	-0.4	4	0.8	18
Cc1ccc(C(C(=O)NC(C)(C)C)N(C(=O)c2csnn2)c2ccccc2F)o1 (centres undefined)	8	-2	101	21	-7	-2	-1.7	1	1.5	·
Cc1cc(C)n2ncc(C(=O)Nc3cccc(O)c3)c2n1	14	-1	98	-5	2	-2	-2.8	-4	2.1	-4

The list goes on (2 carried over from the part before).
SMILES	OPRM1-OPRD1 inv	V-ATPase pH	DSG3 Ab inh	Arr AP2 block	Keap1 Nrf2 FP	cardiac RTF act	MOR-DOR ag	Cardiac RTF inh	C-LANA FP	Wnt bcat act
Cc1ccc(C(C(=O)NC(C)(C)C)N(C(=O)c2csnn2)c2ccccc2F)o1 (centres undefined)	8	-2	101	21	-7	-2	-1.7	1	1.5	·
Cc1cc(C)n2ncc(C(=O)Nc3cccc(O)c3)c2n1	14	-1	98	-5	2	-2	-2.8	-4	2.1	-4
N/C(=N\S(=O)(=O)c1cc(C(F)(F)F)cc(C(F)(F)F)c1)c1ccncc1	11	-2	110	0	8	-3	-2.1	-15	0.2	1
CC(=O)N1CCN(C(=O)c2ccc(Cl)c(S(=O)(=O)N3CC(C)OC(C)C3)c2)CC1 (centres undefined)	2	4	93	17	0	-6	-0.5	-4	-0.2	-3
COc1ccc(Nc2nc(N)nc(CSc3nc(C)cc(C)n3)n2)cc1	12	-1	96	28	3	5	-2.3	-2	-2.6	-3
OCCNc1nc(Nc2ccccc2)nc(Nc2ccccc2)n1	5	-1	107	38	4	-5	-0.8	2	-0.1	·
[O-]C1=N/[N+](=C/c2ccccc2Cl)CC1	4	-5	99	23	-1	13	-0.8	-14	1.6	·
CCCn1c(N)c(Br)c(=O)[nH]c1=O	12	-2	100	32	-1	-1	-2.3	-7	-0.3	-1
Cc1cc(C)n(-c2ccc(C(=O)OCC(=O)Nc3ccc([N+](=O)[O-])cc3)cc2)n1	-11	0	104	-1	-3	9	2.4	-23	2.0	·
CC(=O)Nc1sc2c(c1CN1CCN(C)CC1)CCCC2	4	-1	91	-2	-1	-3	-0.7	-7	-0.7	-4
CC(=O)N1c2ccc(S(=O)(=O)NCC3CCC(C(=O)Nc4ncccc4C)CC3)cc2CC1C (centres undefined)	18	0	75	0	-5	-3	-3.6	-4	-0.5	-1
Cc1c(C(=O)NCCC2=CCCCC2)oc2ccc(S(=O)(=O)N3CCOCC3)cc12	-47	-1	105	5	-1	6	8.6	-34	-1.1	-4
O=C(N1CCOCC1)N1c2ccccc2CC(N2CCOCC2)c2ccccc21 (centres undefined)	10	-1	93	6	0	-5	-2.3	0	1.9	·
O=C(Nc1ccc(Cl)cc1)c1nc[nH]c1C(=O)NCCN(CCNC(=O)c1[nH]cnc1C(=O)Nc1ccc(Cl)cc1)CCNC(=O)c1[nH]cnc1C(=O)Nc1ccc(Cl)cc1	4	-1	89	-4	0	-3	-0.8	3	0.2	·
C[C@@H]1CN(Cc2nc(Cc3ccccc3F)no2)C[C@H](C)O1	-16	-12	99	-15	-4	5	2.9	11	0.3	-1
Cn1cc(C(=O)NC2CCCCCCC2)c(=O)c2cc(S(=O)(=O)N3CCCC3)ccc21	8	-2	99	3	-5	-3	-1.6	6	-1.5	-3
O=S(=O)(c1cccc(-c2csc(N/N=C/c3ccco3)n2)c1)N1CCOCC1	-47	0	88	3	2	-2	9.5	-1	-3.5	-4
CCc1ccccc1NC(=O)CN(C)Cc1nc(N)nc(Nc2ccccc2C)n1	12	1	·	14	-3	-2	-2.0	-3	-0.2	-1
COc1ccc(S(=O)(=O)N(CC(=O)NCc2ccco2)c2ccc(C)cc2)cc1OC	8	2	97	7	-5	3	-1.3	-18	-1.0	-1
O=C(Nc1nc(-c2ccc(Cl)cc2Cl)cs1)c1ccc(OCC2CCCO2)cc1 (centres undefined)	3	-4	84	3	-1	2	-0.5	-2	0.2	-5
COc1ccc(CCN=C(N)NS(=O)(=O)c2cc(F)ccc2F)cc1	17	0	111	-23	5	-3	-5.2	-5	-0.4	2

Grouped by structure, the compounds so far containing fluorine (7)
SMILES	OPRM1-OPRD1 inv	V-ATPase pH	DSG3 Ab inh	Arr AP2 block	Keap1 Nrf2 FP	cardiac RTF act	MOR-DOR ag	Cardiac RTF inh	C-LANA FP	Wnt bcat act
O=C1S/C(=C/c2ccccc2F)C(=O)N1CCN=C1NS(=O)(=O)c2ccccc21	-7	-3	105	17	-7	6	1.4	-2	2.1	·
O=C(Nc1ccc(C(F)(F)F)cc1)C1=NN(C2CCS(=O)(=O)C2)C(=O)CC1 (centres undefined)	20	9	103	29	2	3	-4.7	-7	-1.4	3
CSCCC(NC(=O)c1ccco1)C(=O)NCCc1ccc(F)cc1 (centres undefined)	19	-5	·	14	1	-3	-4.8	-2	-0.5	-1
Cc1ccc(C(C(=O)NC(C)(C)C)N(C(=O)c2csnn2)c2ccccc2F)o1 (centres undefined)	8	-2	101	21	-7	-2	-1.7	1	1.5	·
N/C(=N\S(=O)(=O)c1cc(C(F)(F)F)cc(C(F)(F)F)c1)c1ccncc1	11	-2	110	0	8	-3	-2.1	-15	0.2	1
C[C@@H]1CN(Cc2nc(Cc3ccccc3F)no2)C[C@H](C)O1	-16	-12	99	-15	-4	5	2.9	11	0.3	-1
COc1ccc(CCN=C(N)NS(=O)(=O)c2cc(F)ccc2F)cc1	17	0	111	-23	5	-3	-5.2	-5	-0.4	2
